Screening data: PubChem BioAssay, several laboratories
Rab7 wt GTP bind – modulators of GTP binding to Rab7, primary screen, biochemical, wildtype, multiplex bead flow cytometry; Rab7 GTPase wild type (dog), Bodipy-FL-GTP binding; GST-Rab7 beads, fluorescent GTP binding; actives lie on both sides; untreated = 100%, excess cold GTP = 0%; GTP binding activity (percent of control), % at 10 µM; 190,000 compounds, 0.055% hits;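 active = fluorescent GTP binding to Rab7 beads changed by at least 20 points from the 100% baseline, either direction, mostly lower; inconclusive = compound itself probably fluorescent, or too few beads counted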;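 note: median green fluorescence of bound Bodipy-FL-GTP per Rab7 bead population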
Rac1 wt modul – wildtype Rac1 GTP binding modulators, primary screen, biochemical, GST-Rac1 beads, flow cytometry, multiplex | fluorescent GTP binding; actives lie on both sides; 0 = cold GTP competed, 100 = untreated | 190,000 compounds, 0.27% hits | GTP binding activity (% of control), % at 10 µM;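 active = GTP binding activity at least 20 points away from the 100% control level, either lower or higher; inconclusive = compound flagged as likely green fluorescent, judged across all proteins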
Pf gametocyte – late stage P. falciparum gametocyte viability inhibitors, primary screen, ATP luminescence, HTS | P. falciparum stage V gametocytes, 24 h | inhibition, % at 10.9 µM | 150,000 compounds, 0.065% hits;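 active = inhibition above the mean plus 3 SD of compounds within the control limits, set per campaign, cut at about 38% in these data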;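 note: 0% = DMSO wells and 100% = medium only without gametocytes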
HRas wt GTP bind – modulators of GTP binding to HRas wildtype, primary screen, biochemical, bead-based flow cytometry, multiplex; AID 759, 2007; GTPase HRas (Homo sapiens), P01112; GTP binding activity, % at 10 µM; GST-Ras wt beads, Bodipy-FL-GTP binding; actives lie on both sides; 190,000 compounds, 0.14% hits;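 active = GTP binding activity at least 20% away from the 100% baseline, either lowered as inhibitor or raised as activator; inconclusive = flagged as likely green fluorescent, judged across all proteins in the well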;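 note: 0% = unlabeled GTP competition control and 100% = no-compound control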
Target sequence (P01112 whole entry, looked up): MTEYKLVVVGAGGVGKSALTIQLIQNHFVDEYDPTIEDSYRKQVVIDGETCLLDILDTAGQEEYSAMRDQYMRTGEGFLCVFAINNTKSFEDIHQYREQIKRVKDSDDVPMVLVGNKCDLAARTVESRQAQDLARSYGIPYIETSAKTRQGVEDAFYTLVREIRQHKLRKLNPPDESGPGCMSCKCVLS
Cdc42 wt – modulators of GTP binding to wildtype Cdc42, primary screen, biochemical, multiplex bead flow cytometry, Bodipy-GTP. GST-Cdc42 beads; actives lie on both sides. percent activity (GTP binding), % at 10 µM. 190,000 compounds, 0.2% hits;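 active = percent activity GTP binding at least 20 points away from the 100% baseline, either down as inhibitor or up as activator; inconclusive = compound flagged as likely green fluorescent from well-wide comparison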;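 note: median bead fluorescence of bound Bodipy-FL-GTP at 100 nM; 0% = excess unlabeled GTP control and 100% = no compound control; below 100% means less GTP binding so inhibitor and above means activator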
Target sequence (P60953 whole entry, looked up): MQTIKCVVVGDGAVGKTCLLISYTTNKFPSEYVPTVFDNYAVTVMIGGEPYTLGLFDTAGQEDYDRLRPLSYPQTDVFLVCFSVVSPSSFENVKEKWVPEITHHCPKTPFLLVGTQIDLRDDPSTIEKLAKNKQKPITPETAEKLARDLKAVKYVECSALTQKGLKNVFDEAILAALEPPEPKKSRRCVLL
Mcl1-Bid inh – Mcl-1/Bid binding inhibitors, primary screen, biochemical, TR-FRET, 1536-well; TR-FRET Mcl-1/Bid-Dy647 peptide binding; inhibition, % at 21.7 µM; 220,000 compounds, 0.97% hits; AID 1021, 2008;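 active = compounds that cut the binding signal by more than half at the single screening dose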;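 note: His-tagged Mcl-1 with europium anti-His antibody binding Bid BH3 peptide; 0% = Mcl-1 plus peptide wells and 100% = peptide-only wells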
Target sequence (Q07820 whole entry, looked up): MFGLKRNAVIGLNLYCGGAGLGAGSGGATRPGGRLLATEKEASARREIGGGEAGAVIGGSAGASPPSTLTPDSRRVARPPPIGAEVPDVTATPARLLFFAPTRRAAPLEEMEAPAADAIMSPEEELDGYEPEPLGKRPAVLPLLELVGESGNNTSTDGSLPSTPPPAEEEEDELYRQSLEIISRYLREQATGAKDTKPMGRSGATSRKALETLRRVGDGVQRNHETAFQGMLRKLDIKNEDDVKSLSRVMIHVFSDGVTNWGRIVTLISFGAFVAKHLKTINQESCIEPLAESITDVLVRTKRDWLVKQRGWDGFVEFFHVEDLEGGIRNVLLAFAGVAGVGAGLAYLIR
Rac1 act GTP bind – GTP binding modulators of activated mutant Rac1, primary screen, biochemical, bead-based flow cytometry, multiplex, fluorescent GTP | Ras-related C3 botulinum toxin substrate 1 (Homo sapiens), P63000 | GST-Rac1 activated beads; actives lie on both sides; 100% means binding = to untreated wells | percent activity (GTP binding), % at 10 µM | 190,000 compounds, 0.11% hits | AID 764, 2007;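 active = GTP binding at least 20 percentage points away from the 100% baseline, in either direction, so actives lie on both sides; inconclusive = Compound likely fluorescent itself, or too few beads counted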
Rab2A wt mod – modulators of GTP binding to Rab2A wildtype, primary screen, biochemical, dog, bead-based flow cytometry, multiplex; Ras-related protein Rab-2A (Canis lupus familiaris), P61105; GST-Rab2 wt beads, Bodipy-GTP binding; GTP binding activity, % at 10 µM; 190,000 compounds, 0.19% hits; AID 760, 2007;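 active = GTP binding activity at least 20 points away from 100%, either lowered or raised; inconclusive = signal likely due to the compound's own green fluorescence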;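 note: 0% = beads with excess unlabeled GTP and 100% = no-compound control corrected for plate trend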
Mcl1 Noxa PPI – Mcl-1/Noxa binding inhibitors, primary screen, biochemical, TR-FRET, 1536-well. 220,000 compounds, 1.5% hits. TR-FRET Mcl-1/Noxa peptide binding, 2 h. AID 1022, 2008. Induced myeloid leukemia cell differentiation protein Mcl-1 (Homo sapiens), Q07820. inhibition, % at 21.7 µM;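 active = compounds that cut the protein-peptide binding signal by more than 50% relative to plate controls in a single-dose test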;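 note: His-tagged Mcl-1 with rhodamine Noxa BH3 peptide and terbium anti-His antibody; 0% = Mcl-1 plus Noxa peptide wells and 100% = peptide-only wells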
Avidin bead fluor – green autofluorescence of compounds with avidin beads – biophysical, 488/530 nm, flow cytometry, artefact control, profiling panel; fluorescence (KMESF) at 10 µM; AID 1775, 2009; 220,000 compounds, 0.38% hits; compound fluorescence 488/530 nm; active compounds read high; in the data active = fluorescence above about 47; note: inactives centre near 10
GSH bead fluor – compound fluorescence on glutathione beads, profiling panel, artefact control, biophysical, 488/530 nm, flow cytometry; GSH beads flow cytometry, compound fluorescence 488/530 nm; active compounds read high; fluorescence (KMESF) at 10 µM; 190,000 compounds, 0.25% hits; AID 1776, 2009; in the data active = fluorescence above about 89;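 note: glutathione beads carrying GST-tagged Bcl family fusion proteins plus one bare bead set; values are compound well signal with DMSO vehicle wells as background; inactives centre near 16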
An asterisk follows results filed as active; u = inconclusive; x = not tested or not shown. Rows are unselected; 3% or so of the library scored in one or more.

molecule	Rab7 wt GTP bind	Rac1 wt modul	Pf gametocyte	HRas wt GTP bind	Cdc42 wt	Mcl1-Bid inh	Rac1 act GTP bind	Rab2A wt mod	Mcl1 Noxa PPI	Avidin bead fluor	GSH bead fluor
O=C(NCN1C(=O)C2C3C=CC(C3)C2C1=O)Nc1ccccc1O (centres undefined)	94	100	3	96	95	-37	97	95	23	6	11
CSc1ncc(CN2CCN(C3CCCCC3)C(CCO)C2)cn1 (centres undefined)	102	99	x	101	97	-20	97	99	-7	11	12
CC(=O)c1ccc(O)c(CO)c1	100	102	x	102	102	1	98	103	17	9	41
CCOC(=O)CC1=C(C(=O)OCC)C(c2cccnc2)C(C#N)=C(N)O1 (centres undefined)	95	96	x	97	96	-14	92	94	22	36	11
COC(=O)c1ccc(C(=O)OC)c(NC(=O)c2cnc3n(c2=O)CCS3)c1	100	109	x	102	102	-16	100	100	9	31	21
Cc1cc(C)cc(OCC(=O)NNC(=O)c2ccoc2C)c1	98	94	x	96	96	-3	95	97	-1	8	44
Cc1ccc(NC(=O)N/C=C/c2ccc(Cl)cc2)cc1	104	99	x	103	103	-23	99	102	0	12	16
CC1CCCCC1N1CCN(C(=O)c2cccc(F)c2)CC1 (centres undefined)	94	94	23	97	96	5	94	98	35	24	12
CCc1cc(C(=O)O)c(NC(=O)c2cc(OC)c(OC)c(OC)c2)s1	93	93	-2	92	90	-22	86	91	10	9	17
COc1cc(C2c3c([nH]c(=O)[nH]c3=O)Nc3ccc4ccccc4c32)ccc1O (centres undefined)	93	102	13	99	98	-34	99	96	40	21	15
COc1ccc(-c2cc(C(=O)NCCN3CCOCC3)c3ccccc3n2)c(OC)c1	95	95	x	95	93	-8	92	93	-9	29	15
CCCC(=O)N(CCN(C(=O)CCC)c1ccccc1)c1ccccc1	103	106	-13	101	99	5	98	101	-5	5	24
O=C1CCC(C(=O)OCc2c(Cl)cccc2Cl)N1 (centres undefined)	100	105	x	101	103	-34	100	100	-1	11	23
O=C(NNC1=C(C(=O)C(F)(F)F)CCC1)c1ccc(Cl)cc1	100	102	x	97	97	-129	95	97	-57	26	22
CC1(C)CC2CC(C)(CN2C(=S)Nc2ccccc2)C1 (centres undefined)	99	100	10	99	99	-28	98	103	-13	13	9
COc1ccc(C(=O)Oc2cccc3cccnc23)cc1[N+](=O)[O-]	90	96	-2	92	100	-35	95	94	-4	6	12
Cn1c(NC(=O)c2ccco2)c(-c2ccccc2Cl)c(=O)c2ccccc21	101	111	-8	102	108	-9	101	101	-1	10	58
COC(=O)COC(=O)CC(CC(N)=O)c1ccccc1 (centres undefined)	92	93	-6	92	92	-9	93	91	-2	5	36
Cc1cccc(Nc2nc3c(S(=O)(=O)c4ccccc4)nnn3c3ccccc23)c1C	95	106	27	101	96	-27	100	98	-348	11	4
O=C(Nc1cccc(Cl)c1N1CCCC1)c1cc2ccccc2o1	98	107	5	101	99	-1	96	101	-4	14	21
CCOC(=O)/C(C#N)=C1/C=CN(Cc2ccccc2)C=N1	102	102	-33	99	99	1	96	101	-12	31	20
CN(c1ccccc1C(=O)Nc1cccc(Cl)c1Cl)S(C)(=O)=O	102	105	x	102	102	-17	100	101	15	13	36
Cc1cc(=O)[nH]c(SCC(=O)Nc2nc3c(s2)CCCC3)n1	95	100	-10	101	102	-44	98	101	1	15	17
COC(=O)c1ccccc1NC=C1C(=O)OC2(CCCCC2)OC1=O	95	94	x	99	98	-7	93	94	23	25	18
Cc1ccc(-n2c(C)cc(/C=N/NC(=O)CC3(C)OCCO3)c2C)cc1	97	104	x	102	102	-26	101	100	-7	8	18
O=S(=O)(Nc1ccc2nc(C(F)(F)F)[nH]c2c1)c1ccccc1	103	112	x	100	101	1	101	101	1	39	24
CCc1ccc2nc(N3C(=O)C(O)=C(C(=O)c4ccco4)C3c3cccs3)sc2c1 (centres undefined)	98	101	x	100	96	19	96	97	53*	13	8
CC1C(c2ccccc2)C(C#N)(C#N)C2(C#N)C(=O)NC1(N)C2C (centres undefined)	98	112	-5	100	101	-8	101	101	3	6	41
COc1ccccc1C(=O)Nc1ccc(N2CCN(C(C)=O)CC2)cc1	96	97	9	93	94	-48	97	96	6	11	16
COc1ccc(NC(=O)C2CCN(C(=O)c3cccs3)CC2)c(OC)c1	105	106	x	105	106	-6	103	107	4	25	21
COC(=O)c1cccc(COC(=O)c2ccccc2NC(=O)c2ccco2)c1	98	95	x	97	94	1	91	94	1	13	30
CCOc1ccccc1NC(=O)c1cc(CC(C)C)oc1C	97	96	x	100	99	-20	97	99	-5	33	14
Cc1ccc(C)n1-c1sc2c(c1C#N)CCCC2	99	100	x	100	96	-25	96	99	8	19	15
CCC(Sc1ncnc2c1c(-c1ccccc1)cn2-c1ccc(OC)cc1)C(=O)OC (centres undefined)	93	102	2	96	99	6	96	96	2	9	11
CNC(=S)NCCc1cc2c(OC)ccc(OC)c2[nH]c1=O	106	98	1	98	96	-41	95	97	12	25	10
O=C(C/C=N/OCc1ccccc1F)c1cnc(-c2ccc(Cl)cc2)s1	93	94	-12	95	94	-9	91	92	20	33	16
O=c1[nH]c2ccc(Cl)cc2c(-c2ccccc2)c1N1CCN(CCO)CC1	95	95	x	97	97	-17	97	99	32	9	18
O=C(Cn1cnc2c(nnn2-c2ccccc2)c1=O)N1CCCc2ccccc21	104	117	x	105	109	-6	104	106	-14	22	14
Cc1nn(CC(=O)Nc2cc(S(=O)(=O)N(C)C)ccc2Cl)c(C)c1[N+](=O)[O-]	u	u	-1	u	u	2	u	u	13	12	6
Clc1ccc2nc3ccccn3c2c1	102	108	x	101	101	4	98	103	16	8	13
COCCCNC(=O)C1CCN(c2ncccn2)CC1	103	112	21	101	101	-62	100	102	-4	10	51
COc1ccc(-c2nc(C#N)c(NCc3ccc(C)cc3)o2)cc1OC	103	101	x	102	102	-5	100	102	-10	13	15
O=C(CSc1nnc(-c2ccccc2O)n1Cc1ccccc1)NNC(=O)c1ccccc1O	91	89	-26	90	90	-67	91	88	-46	14	13
CCc1ccc(NC(=O)C(C)OC(=O)c2cc(=O)[nH]c3ccc(S(=O)(=O)Nc4ccc(F)cc4)cc23)cc1 (centres undefined)	94	91	-22	91	81	-11	91	90	8	8	8
CN1CCN(C(=O)c2ccc(-n3cccc3)cc2)CC1	97	102	10	99	98	-23	99	98	3	17	15
O=C(CNC(=O)C(c1ccccc1)c1ccccc1)N/N=C\c1ccc2c(c1)OCO2	97	108	7	104	105	-25	103	99	-8	6	10
COC(=O)Nc1c(C)n(C)n(-c2ccccc2)c1=O	96	95	5	95	96	-3	97	94	-12	9	52
Cc1ccc(C(=O)NNC2=Nc3cccc4cccc2c34)cc1	102	101	-20	98	98	20	97	98	67*	14	19
Cc1cccc(SCc2noc(C(=O)NC(C)C)c2C(=O)O)c1	97	94	x	97	97	20	93	95	24	10	34
CC1Nc2nc(N(C)C)[nH]c(=O)c2NC1C (centres undefined)	102	107	3	100	107	-14	102	97	32	11	13

The listing continues:
molecule	Rab7 wt GTP bind	Rac1 wt modul	Pf gametocyte	HRas wt GTP bind	Cdc42 wt	Mcl1-Bid inh	Rac1 act GTP bind	Rab2A wt mod	Mcl1 Noxa PPI	Avidin bead fluor	GSH bead fluor
O=c1ccc2cc(S(=O)(=O)N3CCN(c4ccccc4)CC3)ccc2o1	100	104	-8	103	105	-23	100	103	20	6	32
COC(=O)c1ccc(Nc2nc(C)cc(C)n2)cc1	103	100	5	100	102	-9	99	100	11	42	14
Cc1cccc(-c2nnc3sc(-c4ccccc4C)nn23)c1	99	105	x	102	103	-7	101	103	-10	36	19
C/C(=N\OC(=O)c1ccc(F)cc1)c1sc(-c2ccccc2)nc1C	100	106	16	99	103	-7	98	101	-5	9	30
CCN(CC)C(C(=O)NC1CCCCC1)c1ccc(C)cc1 (centres undefined)	99	99	-28	97	99	-7	96	100	6	7	12
Cc1cc(C(=O)COC(=O)/C=C/c2cccc(F)c2)c(C)n1C	94	90	-21	93	88	-50	90	91	16	8	14
COc1ccccc1C(=O)NCC(=O)N/N=C/c1cccc(Cl)c1	94	98	-15	96	97	-28	94	95	3	9	24
Cc1nnc(NC(=O)c2sc3ccccc3c2Cl)s1	98	101	x	98	98	5	98	97	4	7	59
O=C(O)c1cccc(CSc2nnc(-c3ccco3)o2)c1	95	100	x	98	102	7	99	99	18	14	27
Cc1nnc(NC(=O)CSc2nnc(-c3ccccc3)n2C)s1	98	99	-11	98	96	-17	96	94	13	11	10
CC(=O)N1CCN=C1SCc1ccc(Br)cc1	u	u	x	u	u	0	u	u	6	7	26
C/C(=N/NC(=O)CCCOc1ccc(Cl)cc1Cl)c1ccc(C)o1	97	98	x	97	94	-36	94	99	33	12	4
Cc1ccccc1CNCc1cccnc1	103	102	x	100	100	-8	99	102	2	12	33
CCOc1ccccc1Nc1nc(-c2sc(NC(=O)c3ccccc3)nc2C)cs1	107	100	x	104	100	-46	96	103	31	19	10
OCC1(C2=NOC(O)(C(F)(F)F)C2)CCCCC1 (centres undefined)	100	101	19	98	97	2	97	97	-4	6	43
O=C(Cn1cnc2cc([N+](=O)[O-])ccc2c1=O)Nc1ccc2c(c1)OCO2	95	92	2	92	88	-27	93	88	38	9	14
COc1cc(-c2noc(C3CCCN(S(=O)(=O)c4cccc(Cl)c4)C3)n2)cc(OC)c1OC (centres undefined)	103	102	7	104	104	-11	98	103	9	16	12
Cc1ccc(NC(=O)CN(C)C(=O)CCOc2cccc(C)c2)cc1	100	102	3	98	98	-17	98	98	-6	6	18
Cc1ccc(S(=O)(=O)Nn2c(C)ccc2C)cc1	94	99	6	100	98	-52	96	97	31	27	18
CCN1CCN(C(=O)c2ccc(COc3ccc(Cl)cc3)o2)CC1	101	101	x	102	102	2	101	105	6	15	20
CCCCC(=O)NCc1ccc2c(c1)cc(C)n2C	101	103	-42	105	105	-66	99	106	-18	11	19
